# Screening data deposited in PubChem by National Center for Advancing Translational Sciences (NCATS).
# Pf growth 96h: P. falciparum growth inhibition at 96 hours. 320,000 tested, 6.9% active. AID 504834. P. falciparum luciferase reporter growth, 96 h. Potency, µM (series often up to 28.7 µM), for inactives: at the highest dose activity change, negative = inhibition, usual class: inhibitors; also: potency is read from the fitted curve at half-maximal effect; % is scaled to controls: 0 for no effect and ±100 for the full control effect
#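 Luminescence readout: decreased luciferase signal marks inhibited growth of reporter-expressing P. falciparum in infected red cells (2% hematocrit, 0.05% parasitemia final), exposed to compound two generations (96 h, 37 C, 5% CO2).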
# AmpC no deterg: inhibitors of E. coli AmpC beta-lactamase without detergent; P00811; AmpC nitrocefin hydrolysis, absorbance 480 nm, 0.0001% Triton; Potency, µM (top dose mostly 57.1 µM), inactives show at the highest dose activity change, negative = inhibition, hits mostly inhibitors; 330,000 tested, 0.52% active; AID 485341;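 also: potency is read from the fitted curve at half-maximal effect; plate controls were no compound for no effect and no enzyme for full effect; nearly all actives have a fitted effect of over 20% in size; some results filed as inactive show a strong effect at the top dose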
# Target sequence (P00811 whole entry, looked up): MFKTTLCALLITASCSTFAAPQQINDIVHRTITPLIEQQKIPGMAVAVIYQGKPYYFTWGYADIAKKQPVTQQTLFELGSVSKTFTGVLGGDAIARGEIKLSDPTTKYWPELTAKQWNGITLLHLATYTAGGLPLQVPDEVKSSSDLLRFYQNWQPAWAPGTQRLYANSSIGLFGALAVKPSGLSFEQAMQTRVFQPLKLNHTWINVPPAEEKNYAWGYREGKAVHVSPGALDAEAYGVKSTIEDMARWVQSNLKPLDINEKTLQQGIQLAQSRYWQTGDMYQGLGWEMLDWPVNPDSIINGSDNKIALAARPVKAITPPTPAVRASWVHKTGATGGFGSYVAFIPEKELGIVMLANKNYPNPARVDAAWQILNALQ
#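 20 mM phosphate pH 7.0 + 0.01% (detergent screen) or 0.0001% Triton X-100; 5.3 nM AmpC reagent; cpd preinc 15 min RT; nitrocefin (800 uM stock) to start; A480 q20 s × 4 min; Activity was normalised to no-enzyme and no-compound control wells.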
# Cycloheximide cs: counter-screen for Shiga toxin inhibitors: cycloheximide protein synthesis inhibition; max response, %; cell reporter, cycloheximide protein synthesis inhibition counterscreen; AID 2314; 300,000 tested, 12% active; in the data active = max response mostly above about 13%, no sharp cut-off; inactive = mostly below about 14%; also: read at 38.3 µM for the half of the compounds with a filed dose; 0% is about no effect
# Shiga inhibitor: blocks Shiga toxin action in Vero cells; Vero cells, Shiga toxin protein synthesis inhibition reporter; inhibition, % at 38.7 µM; 290,000 tested, 9.2% active; AID 2315; in the data active = inhibition mostly above about 28%, no sharp cut-off; inactive = mostly below about 43%; also: 0% is about no effect
# TbPYK inhibitor: T. brucei pyruvate kinase inhibition | AID 624173 | 410,000 tested, 0.12% active | TbPYK enzyme, Kinase-Glo Plus ATP luminescence, 45 min | Potency, µM (highest dose often 76.8 µM), for the others: at the highest dose activity, negative = inhibition, most hits filed as inhibitors | Q57TT1; also: potency is read from the fitted curve at half-maximal effect; % is scaled to controls: 0 for no effect and ±100 for the full control effect; nearly all actives have a fitted effect of over 50% in size
#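 Glycolytic pyruvate kinase of T. brucei was incubated with substrate, test compound and 130 uM ADP for 45 minutes at room temperature. Luminescent Kinase-Glo Plus signal was measured after 10 minutes.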
# Pf growth 48h: inhibits P. falciparum growth in the first generation, 48 h; AID 504832; Potency, µM (highest dose often 28.7 µM), without a hit: at the top dose activity change, negative = inhibition, usual class: inhibitors; P. falciparum luciferase growth in erythrocytes, 48 h; 310,000 tested, 5.9% active; also: potency is read from the fitted curve at half-maximal effect; % is scaled to controls: 0 for no effect and ±100 for the full control effect
#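 Compounds are pin-transferred into medium, infected erythrocytes (2% hematocrit, 0.1% parasitemia final) are added, and plates sit one parasite generation at 37 C in 5% CO2. Detection reagent is then added and luminescence measured.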
# LmPK inh: blocks Leishmania mexicana pyruvate kinase activity. Q27686. purified LmPK, Kinase-Glo ATP luminescence, 1 h. Potency, µM (top dose mostly 57.5 µM), for the others: at the top dose activity change, negative = inhibition, usual class: inhibitors. 290,000 tested, 0.37% active. AID 1721; also: potency is read from the fitted curve at half-maximal effect; % is scaled to controls: 0 for no effect and ±100 for the full control effect
# Target sequence (Q27686 whole entry, looked up): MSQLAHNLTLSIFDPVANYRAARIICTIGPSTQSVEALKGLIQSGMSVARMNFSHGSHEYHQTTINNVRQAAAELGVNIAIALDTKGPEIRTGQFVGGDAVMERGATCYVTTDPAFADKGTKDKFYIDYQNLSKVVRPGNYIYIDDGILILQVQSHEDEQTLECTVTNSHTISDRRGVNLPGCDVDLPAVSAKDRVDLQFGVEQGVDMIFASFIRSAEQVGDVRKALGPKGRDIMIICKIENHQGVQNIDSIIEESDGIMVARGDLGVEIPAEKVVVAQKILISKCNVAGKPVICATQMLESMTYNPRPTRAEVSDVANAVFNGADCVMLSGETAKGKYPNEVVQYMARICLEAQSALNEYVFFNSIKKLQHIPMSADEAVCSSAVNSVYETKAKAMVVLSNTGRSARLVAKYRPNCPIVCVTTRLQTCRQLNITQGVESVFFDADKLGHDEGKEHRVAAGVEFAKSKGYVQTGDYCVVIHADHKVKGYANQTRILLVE
#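 qHTS format; LmPK 0.1 nM; substrates PEP 0.5 mM and ADP 0.1 mM. One-hour room-temperature incubation, then coupled luciferase luminescence; 0.5 nM enzyme wells mark activation.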
# An asterisk follows results filed as active; ? = inconclusive; · = not tested or not shown; [ ] = dose if it differs, or a comment. Unless noted, calls follow the shape of the dose curve; as a rule, active = well fitted curve in the direction sought with a large enough effect; inconclusive = small, poorly fitted or top-dose-only effect, or another doubt; inactive = no such curve, though single readings can be large; an effect the other way counts as inactive or inconclusive.
SMILES,Pf growth 96h,AmpC no deterg,Cycloheximide cs,Shiga inhibitor,TbPYK inhibitor,Pf growth 48h,LmPK inh
O=C(O)c1ncn(Cc2ccc(Br)cc2)c1C(=O)O,-32%[5.75 µM],-12%,-1,-12,12%,?,0%
CN(C)C=NC(=O)c1cc(C(=O)c2ccccc2)c[nH]1,12%,-5%,-3,-14,-7%,-1%,0%
CCCSc1nnc(NC(=O)Nc2ccc(C)cc2)s1,?,-48%,2,17,0%,26%,-3%
CSCCC(NC(=O)c1ccccc1Cl)C(=O)Nc1cccc(S(=O)(=O)N2CCCC2)c1 (stereo not drawn),?,-29%,·,·,4%,12µM*,·
O=C(Nc1ccc2c(c1)OCO2)NC1CCN(Cc2ccccc2)CC1,·,-56%,36*,41*,4%,?,-6%
Brc1ccc(-c2nnc(-c3ccco3)o2)cc1,372%[activator],-18%,47*,73*,3%,122%[activator],-18%
COc1ccc(CCC(=O)Nc2ccc(Cl)c(S(=O)(=O)N3CCCC3)c2)cc1,?,-50%,7,-3,7%,9.3µM*,11%
CCOC(=O)Cc1nc(-c2cccc(C(F)(F)F)c2)no1,-21%,-25%,8,4,-10%,?,0%
Cc1cc(C)nc(N2C(=O)CC(C(=O)O)NC2=NCCc2c[nH]c3ccccc23)n1 (stereo not drawn),-12%,-17%,-7,17,-7%,-17%,8%
CCOC(=O)C1=C(C)NC(SCC(N)=O)=C(C#N)C1c1cccs1 (stereo not drawn),-11%,0%,-2,-14,-5%,?,1%
C/C(=N\NC(=O)c1ccncc1)c1c(O)n(-c2ccccc2)c(=O)[nH]c1=O,8%,-35%,8,-13,1%,-7%,0%
CCN1CCN(c2ccc(S(=O)(=O)N3CCCCC3)cc2NC(=O)/C=C/c2ccc([N+](=O)[O-])cc2)CC1,1.9µM*,119%[activator],·,·,0%,2.1µM*,·
COc1nc(Oc2ccc(=O)n(C)n2)nc(N(C)C)n1,3.7µM*,-15%,-1,13,-4%,22%,-8%
Fc1ccc(Nc2nc(N3CCOCC3)c3ccccc3n2)cc1,?,-21%,-2,2,1%,?,4%
O=C(NCCCn1ccnc1)/C(=C/c1cccs1)NC(=O)c1ccco1,129%[activator],-11%,-3,24,0%,1%,1%
CCN1CCN(C(c2cccnc2)c2c(NC(=O)c3ccco3)sc(C)c2C)CC1 (stereo not drawn),4.7µM*,18%,·,·,-2%,4.1µM*,·
O=S(=O)(c1ccc(Cl)cc1)N1CCN(C(=S)Nc2ccccc2F)CC1,?,-21%,-3,-4,-2%,0.93µM*,6%
O=C(NNS(=O)(=O)c1ccc2ccccc2c1)C1CCN(Cc2ccccc2)CC1,14%,-9%,-2,-10,2%,-7%,0%
CCC(CC)C(=O)NCCc1ccc(F)cc1,12%,-11%,-1,-3,4%,·,-1%
COc1ccccc1NC(=O)CSC1CC(=O)N(c2ccc3c(c2)OCO3)C1=O (stereo not drawn),-14%,-10%,-1,-5,0%,18%,-9%
FC(F)(F)c1ccnc(Oc2ccc(C3=NCCS3)cc2)c1,335%[activator],0%,42*,65*,-12%,187%[activator],-9%
CCC(C)(C)n1nnnc1C(C(C)C)N1CCN(C)CC1 (stereo not drawn),·,-10%,-3,8,12%,2%,11%
Cc1ccc(S(=O)(=O)c2ccc(Cl)cc2)cc1S(=O)(=O)N1CCN(C)CC1,·,145%[activator],0,19,-7%,-15%,-1%
Cc1ccc(C(=O)OCC(=O)c2ccc(CC(=O)N3CCOCC3)s2)c(C)c1,15%,73%[activator],·,·,-3%,-7%,·
CC1CCN(S(=O)(=O)c2cn(CC(=O)Nc3ccc(C#N)cc3)cn2)CC1,?,-12%,-7,-9,-4%,7%,-12%

# Compound profiles, as listed above. Order of values: Pf growth 96h | AmpC no deterg | Cycloheximide cs | Shiga inhibitor | TbPYK inhibitor | Pf growth 48h | LmPK inh
# FC(F)(F)c1ccnc(Oc2ccc(C3=NCCS3)cc2)c1 is listed with 335%[activator] | 0% | 42* | 65* | -12% | 187%[activator] | -9%
# CSCCC(NC(=O)c1ccccc1Cl)C(=O)Nc1cccc(S(=O)(=O)N2CCCC2)c1 (stereo not drawn) is listed with ? | -29% | · | · | 4% | 12µM* | ·
# CCN1CCN(c2ccc(S(=O)(=O)N3CCCCC3)cc2NC(=O)/C=C/c2ccc([N+](=O)[O-])cc2)CC1 is listed with 1.9µM* | 119%[activator] | · | · | 0% | 2.1µM* | ·

# Continued:
SMILES,Pf growth 96h,AmpC no deterg,Cycloheximide cs,Shiga inhibitor,TbPYK inhibitor,Pf growth 48h,LmPK inh
CCOC(=O)C1CCN(S(=O)(=O)c2ccc3c(c2)CC(=O)N3)CC1,0%,-26%,1,-2,-2%,12µM*,-8%
CN1C(=O)N(CC(=O)NCc2ccc(Cl)cc2Cl)C(=O)C12CCCCC2,?,22%,·,·,7%,?,·
CC(=O)Nc1ccc(S(=O)(=O)N2CCC(C(=O)NCc3cccnc3)CC2)cc1,?,-8%,-1,-5,1%,-3%,-9%
O=C(Cc1ccc([N+](=O)[O-])cc1)Nc1cccc(C(F)(F)F)c1,?,-24%,-4,-4,7%,-10%,3%
O=[N+]([O-])c1ccc(/C=N/NS(=O)(=O)c2ccc(Cl)cc2)o1,0%,-9%,6,6,-4%,17%,0%
CC(=O)Nc1sc(N/N=C\c2ccco2)nc1-c1cccs1,?,-26%,12*,33,-3%,?,10%
Cc1ccc(NC(=O)CCC(=O)OCC(=O)c2ccc(Oc3ccc([N+](=O)[O-])cc3)cc2)cc1,-23%,-36%,-3,-5,0%,-5%,0%
O=C(CCn1ccnc1)Nc1ccc2ccccc2c1,29%,-12%,1,20,-7%,?,5%
O=C(NCCCCO)c1ccc2c3c(cccc13)CC2,?,-11%,2,14,-2%,5%,-1%
C=CCNC(=S)NNc1nc(N2CCCC2)nc(N2CCCC2)n1,?,-10%,-1,-5,-1%,-8%,-3%
Cc1ccc(COc2ccc(/C=N/O)cc2)cc1,41%[activator],-24%,43*,87*,-6%,130%[activator],-9%
CN(C)CCn1c2c(c(SCC(=O)Nc3nccs3)nc1=O)CCCC2,?,-15%,·,·,-3%,?,·
CC(C)(C)C(=O)Cn1ncc(N2CCOCC2)c(Cl)c1=O,39%[activator],-13%,17*,32*,3%,·,-6%
Cc1cc(C)c(-c2cc(NC(=O)COC(=O)c3ccc(C#N)cc3)n(-c3ccccc3)n2)cc1C,2%,-30%,-1,20,1%,-15%,1%
C=C(C)Cn1c(NCCC)nc2c1c(=O)n(C)c(=O)n2C,-1%,7%,1,-4,1%,13%,-4%
CCN=C1S/C(=C\c2cc(Br)ccc2OCC(=O)OCC)C(=O)N1CC,-11%,3%,2,2,-6%,11%,-5%
C/C=C(\C)C(=O)N1CC2(CC(c3cccc(NC(=O)CC(c4ccccc4)c4ccccc4)c3)=NO2)C[C@H]1C(N)=O (stereo partly drawn),8%,174%[activator],-1,3,·,?,5%
O=C(N/C(=C\c1cccnc1)C(=O)N1CCOCC1)c1ccco1,?,-4%,-1,-2,-10%,55%[activator],6%
O=C(O)/C(=C\C(=O)c1ccccc1)Nc1ccccc1,97%[activator],-25%,51*,83*,·,144%[activator],1%
C=CCC1(CC=C)CCCN1C(=O)c1cc(COc2cccc(C(F)(F)F)c2)on1,?,-36%,9,-1,-12%,?,-1%
Cc1cccc(NC(=O)CN2C(=O)S/C(=C\C(=O)Nc3ccc(Cl)cc3)C2=O)c1,0%,-29%,-3,11,-3%,-2%,0%
COc1ccc(C(CC(=O)O)NC(=O)Cc2ccccc2)cc1 (stereo not drawn),2.9µM*,-1%,-1,21,-3%,14%,2%
N#Cc1ccccc1Cn1cc(C(=O)c2ccccc2F)c2ccccc21,38%[activator],-50%,1,-2,1%,-12%,-3%
CC1Cn2c(nc3sc4c(c3c2=O)CCC4)N1CCO (stereo not drawn),?,11%,8,10,2%,-8%,4%
O=C(CN1C(=O)CSc2ccc(C(F)(F)F)cc21)Nc1ccccc1,?,-23%,1,-5,-3%,?,10%

# Just Pf growth 96h, Cycloheximide cs and Shiga inhibitor (7 entries from above):
Structure	Pf growth 96h	Cycloheximide cs	Shiga inhibitor
O=C(NNS(=O)(=O)c1ccc2ccccc2c1)C1CCN(Cc2ccccc2)CC1	14%	-2	-10
CCC(CC)C(=O)NCCc1ccc(F)cc1	12%	-1	-3
COc1ccccc1NC(=O)CSC1CC(=O)N(c2ccc3c(c2)OCO3)C1=O (stereo not drawn)	-14%	-1	-5
FC(F)(F)c1ccnc(Oc2ccc(C3=NCCS3)cc2)c1	335%[activator]	42*	65*
CCC(C)(C)n1nnnc1C(C(C)C)N1CCN(C)CC1 (stereo not drawn)	·	-3	8
Cc1ccc(S(=O)(=O)c2ccc(Cl)cc2)cc1S(=O)(=O)N1CCN(C)CC1	·	0	19
Cc1ccc(C(=O)OCC(=O)c2ccc(CC(=O)N3CCOCC3)s2)c(C)c1	15%	·	·

# (more compounds)
SMILES,Pf growth 96h,AmpC no deterg,Cycloheximide cs,Shiga inhibitor,TbPYK inhibitor,Pf growth 48h,LmPK inh
COc1ccccc1OCC(=O)NCCCN1CCOCC1,-2%,-5%,-6,-8,5%,12%,-1%
O=S(=O)(c1cccs1)N1CCc2ccccc2C1,4%,-16%,-2,-15,5%,15%,1%
COc1ccc(OC)c(N(CC(=O)NC2CC3CCC2C3)S(=O)(=O)c2ccccc2)c1 (stereo not drawn),34%[activator],105%[activator],-6,10,9%,0%,1%
CCn1c(SCc2ccc(C(=O)OC)o2)nc2sc3c(c2c1=O)CCCC3,1µM*,-24%,-1,-22,1%,-15%,1%
Cc1cccc(N(C(=O)CCC(=O)Nc2nccs2)C(C(=O)NC(C)(C)C)c2ccc(O)cc2)c1 (stereo not drawn),16%,-8%,-1,11,18%,?,-1%
OC(COCc1ccccc1)CN1CCc2ccccc2C1 (stereo not drawn),74%[activator],-12%,2,-2,-2%,13%,0%
COc1ccc(Cc2nnc(NC(=O)Nc3ccccc3OC)s2)cc1,?,-12%,-4,-10,2%,?,-7%
CNc1c(NS(=O)(=O)c2ccc(OC)cc2)c(=O)oc2ccccc12,?,-20%,-4,3,-1%,-6%,1%
O=S(=O)(c1ccc(F)cc1)n1ccc(-c2cccc(OCc3ccc(Cl)cc3Cl)c2)n1,0.15µM*,-10%,-1,-7,-5%,?,-3%
COC(=O)c1c(NC(=O)CCCOc2ccc(C(C)(C)C)cc2)sc2c1C(C(=O)OC)CC2 (stereo not drawn),·,·,15,25,-12%,·,·
CC(C)C(=O)N1CCN(c2ccccc2NC(=O)c2cccc(Cl)c2)CC1,?,65%[activator],-3,-24,-1%,?,-3%
COc1ccc(C(=O)NC(C)CCc2ccccc2)cc1[N+](=O)[O-] (stereo not drawn),-6%,-10%,-2,·,-5%,-7%,-4%
